Mdm2-MdmX inh = human Mdm2/MdmX binding inhibition; O15151+Q00987; SaOS-2 split-luciferase Mdm2/MdmX complementation, luminescence; inhibition, % at 8 µM; actives 3% (n = 330,000);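 active = inhibition of at least 50% at 8 µM in the primary screen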
tim23-1 inh = growth inhibitors of tim23-1 mutant yeast; S. cerevisiae tim23-1 growth, BacTiter-Glo luminescence, 24 h; inhibition, % at 20 µM; actives 1.3% (n = 330,000);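 active = growth inhibition of the mutant yeast at or above 50%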;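 also: temperature-sensitive mutant grown at 25 °C; plate controls were DMSO-treated mutant yeast for no effect and medium wells lacking yeast for full effect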
APJ antag = antagonists of human APJ apelin receptor | P35414 | CHO-K1 APJ beta-arrestin complementation, luminescence | inhibition, % at 20 µM | actives 0.32% (n = 330,000);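 active = inhibition above about 40% at 20 µM, limit read from the data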;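 also: cells challenged with 10 nM apelin-13 agonist together with compound; plate controls were apelin-13 plus DMSO wells for no effect and DMSO wells lacking apelin-13 for full effect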
Target sequence (P35414 whole entry, looked up): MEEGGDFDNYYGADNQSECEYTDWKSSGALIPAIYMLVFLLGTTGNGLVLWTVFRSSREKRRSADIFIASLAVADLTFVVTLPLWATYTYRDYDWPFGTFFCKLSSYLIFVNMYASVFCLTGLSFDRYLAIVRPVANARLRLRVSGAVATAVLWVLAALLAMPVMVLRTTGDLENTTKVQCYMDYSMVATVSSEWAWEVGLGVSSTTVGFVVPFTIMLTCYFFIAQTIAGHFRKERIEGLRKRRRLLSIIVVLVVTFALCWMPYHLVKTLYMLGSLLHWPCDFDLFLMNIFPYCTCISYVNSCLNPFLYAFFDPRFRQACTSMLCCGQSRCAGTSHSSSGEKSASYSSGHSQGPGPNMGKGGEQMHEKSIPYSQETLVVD
TIM10 inh = growth inhibitors of TIM10 yeast strain. inhibition, % at 10 µM. AID 463195. S. cerevisiae TIM10 strain growth, BacTiter-Glo luminescence, 24 h. actives 1.4% (n = 330,000);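 active = inhibition of 40% or more at the single tested concentration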;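 also: wild-type TIM10 isogenic control strain grown at permissive 25 °C; 0% = DMSO yeast wells and 100% = minimal medium wells without yeast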
tim10-1 inh = inhibits growth of tim10-1 mutant yeast; actives 2.2% (n = 330,000); inhibition, % at 20 µM; AID 463190; S. cerevisiae tim10-1 ts strain growth, BacTiter-Glo, 24 h;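 active = inhibition of at least 40%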;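 also: mutant grown at 25 °C; 0% = DMSO wells with yeast and 100% = wells holding no yeast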
APJ agonist = agonists of human APJ apelin receptor | P35414 | CHO-K1 APJ PathHunter beta-arrestin, luminescence; 0% DMSO wells, 100% apelin | activation, % at 20 µM | actives 0.11% (n = 330,000);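 active = activation more than six SD over the plate average, tested at 20 µM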;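 also: 0% = DMSO alone and 100% = apelin-13 at 10 nM; some results filed as inactive read as strong as hits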
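system = engineered CHO-K1 APJ arrestin reporter cells | input = 1000 cells per well | timing = overnight seeding, 90 min compound at 25 °C, 1 h detection | measured by = enzyme-fragment complementation luminescence | read-out = beta-arrestin recruitment to APJ as agonist activity, luminescent signal | control set = negative DMSO alone, positive Apelin-13 at 10 nM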
UPR CHOP act = apoptotic UPR (CHOP) activation; CHO-CHOP luciferase reporter, luminescence; percent of tunicamycin response over DMSO baseline; activation, % at 10 µM; actives 0.34% (n = 330,000); AID 449763;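 active = at 10 µM dose, activation of 40% or more, normalized to positive control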;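 also: 100% = tunicamycin at 10 µg/mL and 0% = DMSO alone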
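System: CHO CHOP reporter cells. Amount: 500 cells per well. Buffer or medium: F12 medium, 10% FBS. Compound dosing: one dose, 10 µM in 0.5% DMSO. Incubation: 6 h compound exposure at 37 °C after overnight seeding. Technique: Steady-Glo luciferase luminescence. Benchmarks: tunicamycin and DMSO controls.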
XBP1 UPR activ = adaptive UPR (XBP1) activation. CHO-XBP1 luciferase reporter, IRE1-XBP1 UPR activation, luminescence; percent of tunicamycin response, DMSO as zero. actives 0.33% (n = 330,000). activation, % at 20 µM;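 active = versus positive control, 20 µM dose yields 30% or more activation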;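 also: 100% = tunicamycin at 10 µg/mL and 0% = DMSO only wells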
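Material: CHO cell line with stable XBP1 luciferase reporter; buffer or medium: F12 medium containing 10% fetal bovine serum; compound: single point, 20 µM final compound, 1% DMSO; incubation: 6 h treatment, 37 °C; measured by: glow luminescence from Steady-Glo reagent; evaluation: activation, % of tunicamycin; control set: tunicamycin high, DMSO low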
CXCR6 block = blocks human CXCR6 beta-arrestin recruitment | O00574 | actives 0.36% (n = 360,000) | CHO-K1 PathHunter CXCR6 beta-arrestin, luminescence | inhibition, % at 20 µM | AID 602244; in the data active = inhibition above about 34%, passing the limit was not always enough;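 also: antagonist mode with CXCL16 agonist at 10 nM final; 0% = 10 nM CXCL16 with DMSO and 100% = unstimulated wells without agonist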
Target sequence (O00574 whole entry, looked up): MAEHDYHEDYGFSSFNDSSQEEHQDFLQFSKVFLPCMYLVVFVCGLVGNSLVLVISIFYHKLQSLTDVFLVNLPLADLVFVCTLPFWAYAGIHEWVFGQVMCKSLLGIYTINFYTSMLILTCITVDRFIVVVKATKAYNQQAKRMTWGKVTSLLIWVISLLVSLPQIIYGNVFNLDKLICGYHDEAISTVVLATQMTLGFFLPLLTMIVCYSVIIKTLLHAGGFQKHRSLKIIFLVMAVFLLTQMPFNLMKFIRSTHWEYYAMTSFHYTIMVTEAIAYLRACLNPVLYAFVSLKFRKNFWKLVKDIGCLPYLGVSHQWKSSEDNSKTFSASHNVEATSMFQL
The depositor's hits bear a star; nt = not tested or not shown; & = joins results of further samples.

1: O=S(=O)(Nc1ccc2ccccc2n1)c1ccccc1Cl
2: O=C(CCCOc1ccccc1)NCc1ccco1
3: CCCN(C(=O)CSCc1ccccc1C)c1c(N)n(Cc2ccccc2)c(=O)[nH]c1=O
4: O=C(CSc1nc2c(c(=O)[nH]1)CN(Cc1ccc(F)cc1)CC2)Nc1ccc(F)cc1
5: CN1C2CCC1/C(=C\c1ccccc1)C(=O)/C2=C\c1ccccc1
6: Cc1ccc(CN2C(=O)C(CC(C)C)Nc3ncnc(N4CCN(c5ccccc5)CC4)c32)cc1 (stereo not given)
7: CCOC(=O)Cc1csc(NC(=O)COc2ccccc2)n1
8: CC1CCN(c2c(NCC3CCC(C(=O)NCc4ccc(F)cc4)CC3)c(=O)c2=O)CC1 (stereo not given)
9: CCN(C(=O)COC(=O)CNC(=O)c1ccc(C)s1)c1ccccc1
10: COc1ccc(C2=NOC(C(=O)Nc3ccc4c(c3)OCCO4)C2)cc1OC (stereo not given)

screen / no. | 1 | 2 | 3 | 4 | 5 | 6 | 7 | 8 | 9 | 10
Mdm2-MdmX inh | 22 | 7 | 23 | 11 | 95* | 24 | -7 | 14 | 0 | 17
tim23-1 inh | 24 | 14 | 6 | 4 | 53* | 34 | 29 | 15 | 7 | 12
APJ antag | 2 | -3 | 7 | -6 | 8 | 23 | -5 | 8 | 5 | 10
TIM10 inh | 13 | -2 | 5 | -3 | 45* | 13 | 17 | -12 | 23 | 7
tim10-1 inh | 29 | 6 | 14 | -18 | 47* | 10 | 26 | 2 | 17 | 3
APJ agonist | 12 | 4 | -3 | 0 | -2 | -1 | -1 | -2 | -2 | 1
UPR CHOP act | 2.2 | 1.3 | -1.3 | 1.5 | 19 | 2.7 | 0.7 | 2.0 | -0.3 | -2.4
XBP1 UPR activ | -3 | -4 | -4 | -3 | 2 | 6 | 0 | -5 | -2 | -6
CXCR6 block | -2 | -10 | 4 | 0 | 0 | 29&17 | 6 | 5 | -3 | -20

11: CCc1nnc(NC(=O)CSc2nnc(COc3cccc(C)c3)o2)s1
12: CCOC(=O)NN1C(=O)c2ccccc2NC12CCCC2
13: O=C(CC(=O)Nc1ccccc1[N+](=O)[O-])Nc1ccccc1[N+](=O)[O-]
14: Cc1ccc(OC(=O)CCNC(=O)c2ccccc2Cl)c(Br)c1
15: Cc1ccc(C(=O)COC(=O)c2cccs2)cc1
16: COc1ccc(C(=O)C2CCCN(Cc3c(C)[nH]c4ccccc34)C2)c(OC)c1 (stereo not given)
17: COC(=O)[C@@H](NC(=O)NCc1ccc(F)cc1)C(C)C
18: O=C(Cn1c(=S)nc2ccccn21)N1CCc2ccccc2C1
19: Cc1ccccc1-c1cc(C(=O)NCc2ccc(OC(F)(F)F)cc2)nn1CC1CC(c2cccc([N+](=O)[O-])c2)=NO1 (stereo not given)
20: Cn1c(SCC(=O)Nc2ccc(Cl)cc2)nnc1C1CC1

screen / no. | 11 | 12 | 13 | 14 | 15 | 16 | 17 | 18 | 19 | 20
Mdm2-MdmX inh | 38 | -17 | 24 | 24 | -133 | 15 | 8 | 6 | 14 | 12
tim23-1 inh | 12 | 8 | 15 | 26 | 5 | 10 | 27 | 5 | 11 | 0
APJ antag | -4 | 2 | 14 | -3 | 7 | -14 | 0 | 3 | -11 | 12
TIM10 inh | 1 | 12 | 0 | 10 | -9 | 3 | 2 | 1 | 4 | -6
tim10-1 inh | 5 | 4 | 17 | 30 | 17 | 13 | 2 | 11 | 2 | -12
APJ agonist | -1 | -2 | -4 | -8 | -6 | -1 | -3 | 1 | -2 | -6
UPR CHOP act | -1.5 | -1.2 | -2.9 | -1.1 | -7.3 | 0.9 | -1.6 | 4.2 | 1.1 | 1.4
XBP1 UPR activ | -3 | 1 | -5 | 1 | -3 | 4 | -1 | 0 | -3 | -2
CXCR6 block | -9 | -3 | 9 | 0 | -4 | nt | -6 | -1 | 9 | -9

21: O=C(/C=C/c1c(Cl)cccc1Cl)Nc1ccncc1
22: COc1ccc(OCC(=O)N2CCN(C(=O)Cc3ccccc3)CC2)cc1
23: CCC(C)c1ccc(NC(=O)NCc2cccnc2)cc1 (stereo not given)
24: Cc1ccccc1CSc1ccc(-c2ccc3c(c2)OCO3)nn1
25: CCOC(=O)C1CCN(C(=O)c2cc3cc(Br)ccc3oc2=O)CC1
26: CC(=O)c1ccc(N2CCN(C(=O)COc3ccc4c(c3)CCC4)CC2)cc1
27: Cc1oc(CC(C)C)c(CN)c1C(=O)O
28: O=C(Nc1ccc(Cl)cc1)Nc1nnc(CSc2ccc(Cl)cc2)s1
29: COc1ccc(C)cc1NC(=O)COC(=O)C1CCN(C(=O)c2ccc(Cl)cc2)CC1
30: O=C(COC(=O)Cc1c(Cl)cccc1Cl)NCc1ccco1

screen / no. | 21 | 22 | 23 | 24 | 25 | 26 | 27 | 28 | 29 | 30
Mdm2-MdmX inh | 1 | -17 | 31 | -138 | 1 | 6 | -10 | -6 | 3 | -8
tim23-1 inh | 23 | 1 | 24 | 23 | 16 | 17 | 0 | 21 | 7 | -3
APJ antag | -13 | 5 | 6 | -7 | 7 | 14 | -18 | -13 | 15 | -10
TIM10 inh | 12 | -20 | 21 | 30 | -8 | 21 | -16 | 18 | -8 | 2
tim10-1 inh | -4 | 25 | 36 | 20 | 15 | 23 | -9 | 11 | -33 | -9
APJ agonist | 3 | -2 | -5 | 0 | -4 | -6 | -1 | 1 | -1 | -1
UPR CHOP act | 0.0 | -1.5 | 1.5 | 4.2 | -3.0 | 2.2 | -1.9 | 5.2 | -1.2 | 0.6
XBP1 UPR activ | 2 | 3 | -3 | 2 | -1 | -2 | -2 | 2 | -2 | -3
CXCR6 block | 6 | 1 | -6 | 1 | 5 | -1 | 2 | -11 | -6 | 1

2 entries from above, as tab-separated lines.
no.	mol	Mdm2-MdmX inh	tim23-1 inh	APJ antag	TIM10 inh	tim10-1 inh	APJ agonist	UPR CHOP act	XBP1 UPR activ	CXCR6 block
21	O=C(/C=C/c1c(Cl)cccc1Cl)Nc1ccncc1	1	23	-13	12	-4	3	0.0	2	6
22	COc1ccc(OCC(=O)N2CCN(C(=O)Cc3ccccc3)CC2)cc1	-17	1	5	-20	25	-2	-1.5	3	1

Molecules shown so far containing a furan ring, fused or not (3):
2: O=C(CCCOc1ccccc1)NCc1ccco1
27: Cc1oc(CC(C)C)c(CN)c1C(=O)O
30: O=C(COC(=O)Cc1c(Cl)cccc1Cl)NCc1ccco1

screen / no. | 2 | 27 | 30
Mdm2-MdmX inh | 7 | -10 | -8
tim23-1 inh | 14 | 0 | -3
APJ antag | -3 | -18 | -10
TIM10 inh | -2 | -16 | 2
tim10-1 inh | 6 | -9 | -9
APJ agonist | 4 | -1 | -1
UPR CHOP act | 1.3 | -1.9 | 0.6
XBP1 UPR activ | -4 | -2 | -3
CXCR6 block | -10 | 2 | 1

(list continues)
31: Cc1ccc(S(=O)(=O)C2(C(=O)NC3CCCC3)CC2)cc1
32: C[C@]12c3[nH]c4ccc(Cl)cc4c3CCN1C(=O)[C@@H](CC(=O)NCC13CC4CC(CC(C4)C1)C3)C[C@@H]2C(=O)N1CCCCC1
33: CC[C@@H](C)[C@@H]1CN([C@@H](CN2CCC[C@H]2CN2C(N)=NC[C@@H]2Cc2ccccc2)C(C)C)C(=N)N1CCCC1CCCC1
34: O=C(O)c1cccc(NC(=O)c2cn(-c3ccccc3)nc2-c2ccc(F)cc2)c1
35: Cc1cc(C)nc(SCc2cn3c(C)cc(C)nc3n2)n1
36: COc1ccc(Br)cc1S(=O)(=O)N1CCN=C1C
37: CC(=O)N1CCCC(C(=O)c2ccc(Oc3ccccc3)cc2)C1 (stereo not given)
38: c1ccc(-n2cc(CN3CCCC(CN4CCCC4)C3)c(-c3ccc4c(c3)OCO4)n2)cc1 (stereo not given)
39: Cc1ccc(S(=O)(=O)N2CCN(S(=O)(=O)N3CCOCC3)CC2)cc1C
40: Cc1nc2c(C(=O)N3CCCC3)cnn2c(C)c1Cc1c(F)cccc1Cl

screen / no. | 31 | 32 | 33 | 34 | 35 | 36 | 37 | 38 | 39 | 40
Mdm2-MdmX inh | -8 | 74* | 4 | -9 | 16 | 29 | 10 | 23 | 2 | -9
tim23-1 inh | 13 | 41 | -37 | 3 | 4 | 4 | 4 | 9 | -21 | 12
APJ antag | -5 | nt | 19 | 10 | -23 | -3 | -4 | 2 | -6 | -1
TIM10 inh | 1 | 11 | -17 | 0 | 1 | 7 | -29 | -8 | -19 | 14
tim10-1 inh | 22 | 22 | -33 | -8 | 8 | 6 | -9 | -4 | 5 | 13
APJ agonist | -5 | nt | -3 | 1 | 4 | -3 | -3 | -2 | 2 | -2
UPR CHOP act | -1.7 | 5.5 | 0.9 | 2.2 | 0.4 | -2.5 | 0.8 | 0.0 | -0.5 | -0.4
XBP1 UPR activ | -1 | 19 | -1 | -2 | -1 | -1 | -2 | 2 | -2 | -1
CXCR6 block | 3 | 1 | 0 | 1 | -10 | -8 | -2 | -7 | -2 | 2

41: Cc1ccc(S(=O)(=O)NCCC(=O)OCC(=O)N(C)c2ccccc2)cc1
42: NC(=S)N=Nc1c(O)[nH]c2ccc(F)cc12
43: C=C(C)C(COc1c2occc2cc2ccc(=O)oc12)OC(C)(C)C(O)COc1c2occc2cc2ccc(=O)oc12 (stereo not given)
44: CCOC(=O)C(C)c1c(C)[nH]c(=S)[nH]c1=O (stereo not given)
45: Cc1cc(NCCCOC(C)C)n2c(nc3ccccc32)c1C#N
46: COc1ccc(C2C(C#N)=C(N)Oc3cc4c(cc32)OCO4)cc1 (stereo not given)
47: COC(=O)C1=C(C)N(Cc2ccco2)C(=O)N[C@H]1c1cccc(C(F)(F)F)c1
48: CCn1nnnc1SCC(=O)c1ccc(C)cc1
49: CC1CCCC(NC(=O)COC(=O)CCSc2ccccc2)C1C (stereo not given)
50: O=C(c1cc2ccccc2oc1=O)N(Cc1ccccc1F)C1CCS(=O)(=O)C1 (stereo not given)

screen / no. | 41 | 42 | 43 | 44 | 45 | 46 | 47 | 48 | 49 | 50
Mdm2-MdmX inh | -2 | -8 | 19 | 21 | 18 | 25 | 30 | 5 | -5 | -13
tim23-1 inh | 10 | -14 | 10 | 5 | 26 | -4 | -1 | 19 | 27 | -9
APJ antag | 20 | 5 | -8 | 11 | 1 | -1 | 6 | 2 | 4 | -4
TIM10 inh | 5 | 24 | 3 | -16 | -14 | -10 | -2 | 6 | 7 | -2
tim10-1 inh | -2 | 26 | 17 | 7 | 6 | 7 | 28 | 19 | 22 | -5
APJ agonist | -7 | -1 | 0 | 0 | 0 | -2 | 11 | -2 | -2 | 2
UPR CHOP act | 2.1 | 1.3 | -1.4 | 0.1 | 2.2 | 0.1 | -0.2 | 4.8 | -0.3 | 11
XBP1 UPR activ | 0 | -2 | -2 | 4 | -5 | -1 | -1 | 3 | 1 | 2
CXCR6 block | 10 | 12 | 5 | -6 | -8 | 13 | nt | -4 | 3 | 1

Compound activity (PubChem BioAssay)

Some of the compounds tested, so the mix of outcomes need not match the whole.
